Vif inh: inhibitors of HIV Vif | HEK293T cells, Vif self-association by quenched fluorescence, imaging, 24 h | inhibition, % at 7.49 µM | 0.35% of 340,000 active; in the data active = inhibition above about 50%, passing the limit was not always enough; inconclusive = no clear call, values can overlap the other calls; inactive = below about 31%; note: some results filed as inactive read as strong as hits
ABCB6 inh MLPCN: human ABCB6 transporter inhibition | fluorescence ratio to DMSO, % at 10 µM | K562-ABCB6 porphyrin accumulation, flow cytometry, 1 h; active compounds read low | Q9NP58 | 0.19% of 360,000 active;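 active = fluorescence ratio to DMSO below 75%, the collection mean minus 3 SD; inconclusive = too few cells collected in the well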;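 note: signal is porphyrin accumulated inside mitochondria; 100% equals median channel fluorescence of DMSO control wells; lower ratio means ABCB6 inhibition with less porphyrin fluorescence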
Target sequence (Q9NP58 whole entry, looked up): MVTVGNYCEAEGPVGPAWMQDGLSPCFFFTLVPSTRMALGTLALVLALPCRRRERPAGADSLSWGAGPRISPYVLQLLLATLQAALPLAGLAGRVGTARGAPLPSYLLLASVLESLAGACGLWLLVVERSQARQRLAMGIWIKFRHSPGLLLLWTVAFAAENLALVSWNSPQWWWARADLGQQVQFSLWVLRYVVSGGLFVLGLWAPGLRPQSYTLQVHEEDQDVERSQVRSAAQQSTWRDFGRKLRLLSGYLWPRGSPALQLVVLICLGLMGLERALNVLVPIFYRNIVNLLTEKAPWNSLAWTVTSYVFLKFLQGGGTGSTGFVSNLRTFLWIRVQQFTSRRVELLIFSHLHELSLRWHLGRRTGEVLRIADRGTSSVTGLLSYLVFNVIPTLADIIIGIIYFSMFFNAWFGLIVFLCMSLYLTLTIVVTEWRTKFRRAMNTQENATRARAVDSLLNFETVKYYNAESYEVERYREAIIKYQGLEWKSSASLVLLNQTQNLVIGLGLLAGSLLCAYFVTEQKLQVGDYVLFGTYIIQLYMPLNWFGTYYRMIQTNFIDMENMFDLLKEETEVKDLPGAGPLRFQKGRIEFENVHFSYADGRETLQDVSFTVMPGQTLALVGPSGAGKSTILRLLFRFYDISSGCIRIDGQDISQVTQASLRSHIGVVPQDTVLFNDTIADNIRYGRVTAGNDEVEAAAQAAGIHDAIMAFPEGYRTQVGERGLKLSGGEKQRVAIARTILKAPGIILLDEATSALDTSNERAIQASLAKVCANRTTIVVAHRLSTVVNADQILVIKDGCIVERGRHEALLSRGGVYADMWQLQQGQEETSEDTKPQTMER
Exocytosis inh: blocks lytic granule exocytosis. AID 651702. TALL-104 LAMP-1 surface exposure, flow cytometry; cells stimulated with thapsigargin and PMA. inhibition, % at 10 µM. 0.66% of 360,000 active;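 active = inhibition above about 55%, limit read from the data; inconclusive = no clear call, values can overlap the other calls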
ABHD5 PLIN5 PPI: inhibitors of human ABHD5-perilipin-5 interaction; Q00G26+Q8WTS1; Split G. princeps luciferase complementation, luminescence, 4 h; inhibition, % at 4 µM; 0.78% of 360,000 active;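 active = inhibition above the mean inhibition across every tested compound plus 3 SD, cut at about 22% in these data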;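 note: 0% = DMSO only wells and the 100% control is not disclosed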
NOD2 RIPK2 PPI: NOD2-RIPK2 protein interaction inhibition | 0.38% of 360,000 active | CHO BLA complementation NOD2-RIPK2, CCF4 ratio | inhibition, % at 4.98 µM | O43353; in the data active = inhibition above about 21%;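 note: 0% = vehicle only and 100% = reference blocker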
N-glyco inh: blocks N-linked glycosylation in D54 reporter cells; D54 ERlucT glycosylation luciferase reporter, 24 h; percent of 100 nM tunicamycin response; reporter increase, % at 12.5 µM; 0.23% of 360,000 active;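 active = mean luciferase reporter signal, scaled so untreated is 0 and the glycosylation-blocking control 100, at or above a set limit in every replicate; inconclusive = mean reaches the limit but not every replicate does; inactive = mean below the limit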;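 note: luciferase carries N-glycosylation sites so blocking glycosylation raises the light; 0% = median of neutral control wells and 100% = median of 100 nM tunicamycin wells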
MC4R antag cAMP: antagonists of human melanocortin 4 receptor (MC4R); MC4R-expressing cells, MTII-stimulated cAMP, LANCE TR-FRET; inhibition, % at 6.5 µM; 0.48% of 360,000 active; P32245;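 active = inhibition above its plate's cutoff, the mean of tested wells on that plate plus 3 SD, cut at about 29% in these data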;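 note: 0% = Melanotan II alone and 100% = Melanotan II plus saturating MCL0020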
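System: U2OS cells stably expressing human melanocortin 4 receptor (MC4R). Reagent: Melanotan II challenge after compound preincubation. Doses: 6.5 µM. Times: 30-min compound, 1-h challenge, 1-h detection, room temperature. Measured by: TR-FRET with Eu-cAMP and labeled anti-cAMP, 671 nm. Replicates: singlicate.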
MC4R ag barr: agonists of human melanocortin 4 receptor (MC4R) beta-arrestin | U2OS MC4R beta-arrestin complementation, luminescence; percent of melanotan II response, DMSO zero | 0.98% of 360,000 active | activation, % at 8.9 µM | P32245;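 active = activation above a per-plate cutoff, the mean activation of sample wells on that plate plus 3 SD, cut at about 8% in these data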
aDG glyco up: alpha-DG glycosylation activation | Pro5-aDG cells, alpha-DG glycosylation AlphaScreen (IIH6); 0% Pro5, 100% B10-LARGE cell signal | activation, % at 10 µM | 0.22% of 360,000 active | AID 624168;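 active = activation of at least 8% versus controls, or a plate z-score of at least 8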;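 note: Pro5 are CHO cells carrying HIG-tagged alpha-DG that lacks glycosylation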
TLR9-MyD88 inh: blocks human TLR9 binding to MyD88. Q9NR96+Q99836. CHO BLA complementation TLR9-MyD88, CCF4 FRET ratio. inhibition, % at 4.98 µM. 0.21% of 340,000 active. AID 504734;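 active = inhibition above the mean over all tested compounds plus 3 SD, cut at about 21% in these data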;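 note: 0% = DMSO only wells and 100% = clavulanate BLA inhibitor control wells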
Starred values were filed as active, the others as inactive; ? = inconclusive; / = no result given.

ABHD5 PLIN5 PPI	aDG glyco up	MC4R antag cAMP	Vif inh	ABCB6 inh MLPCN	MC4R ag barr	TLR9-MyD88 inh	Exocytosis inh	NOD2 RIPK2 PPI	N-glyco inh	compound
-13	0.1	4	-2	98	-1.4	-8	-5	1	-1	Cc1ccc(SC[C@H](Cc2ccccc2)N2CCN(C)CCC2=O)cc1
-2	-0.4	-6	11	101	-2.2	3	0	-3	2	CCOc1ccc(N(CC(=O)Nc2ccccc2F)S(=O)(=O)c2c(C)[nH]c(=O)[nH]c2=O)cc1
1	0.3	11	-2	100	-2.2	4	-1	-3	-2	CCOc1ccc(-c2nnn(CC(=O)N3CCCC(C)C3)n2)cc1 (stereo not given)
5	0.4	-2	5	99	-0.3	-1	-4	-10	0	O=C(NCc1cccnc1)C(=O)NCC(c1ccco1)N1CCN(c2ccc(F)cc2)CC1 (stereo not given)
8	0.0	7	?	95	-1.9	-6	21	-6	1	COCC(C)NC(=O)Cn1c(SCc2ccccc2)nc2ccccc21 (stereo not given)
-5	-0.2	5	-20	115	0.1	2	51	-8	-11	Cc1onc(-c2ccccc2Cl)c1C(=O)Nc1cccc2cccnc12
-1	-0.2	2	-5	95	-3.4	-1	6	-5	1	FC(F)(F)c1cccc(Cc2noc(CN3CCCC(CN4CCCC4)C3)n2)c1 (stereo not given)
-10	-0.5	4	6	101	-2.1	-3	15	-7	-2	C#CC(=O)CCC1CCCN1C(=O)OC(C)(C)C (stereo not given)
3	0.1	9	4	102	1.5	-8	-2	-9	-4	Cc1ccc(NC(=O)CSc2nnc(CNC(=O)C34CC5CC(CC(C5)C3)C4)n2-c2ccc(F)cc2)cc1
-1	0.5	10	-22	101	3.0	3	3	6	1	COc1ccc(C)cc1NC(=O)CSc1nnc(-c2cc3cccc(OC)c3o2)n1N
1	0.0	1	-9	100	-2.4	11	-1	-6	-2	Cc1ccc(NS(=O)(=O)c2c(C)[nH]c(C)c2C(=O)N2CCCCC2)cc1F
2	0.1	1	0	98	1.4	-3	35	1	-3	CN(C(=O)c1ccccc1F)C(c1ccccc1)c1ccccc1
11	0.1	3	5	97	0.1	7	-4	3	-1	O=C(Cn1ccc(C(F)(F)F)n1)Nc1ccc(S(=O)(=O)NCc2ccco2)cc1
2	0.0	-2	3	102	2.0	1	4	3	-1	Cc1onc(-c2c(F)cccc2Cl)c1C(=O)N(C)CCc1ccccn1
3	0.2	4	-2	100	0.1	0	7	6	-5	CSCCNCc1cn(-c2ccc(F)cc2F)nc1-c1ccccc1C
7	0.6	-1	-2	97	-0.7	6	4	-1	1	O=C(Nc1cccc2ccccc12)c1ccccc1
8	0.4	12	0	93	-2.9	-4	1	-14	1	COc1ccc2cc3cc(C(=O)NCCN4CCN(Cc5ccccc5)CC4)oc3nc2c1
7	0.1	15	1	99	-0.7	-20	-6	-2	-2	Cc1ccc(S(=O)(=O)CCC(=O)OCC(=O)c2cc(C)ccc2C)cc1
-2	0.0	-5	14	100	-1.1	5	2	7	0	CCc1cc([N+](=O)[O-])cc(CC)c1N
-9	0.1	-2	-3	98	-1.4	-1	0	2	0	O=C(O)CSc1nnnn1-c1ccc2c(c1)OCCO2
-6	0.3	5	-2	96	-2.0	-5	-1	5	1	Cc1cc(OCC(=O)OCC(=O)NCCN2C(=O)CSC2=O)ccc1Cl
5	0.0	-3	-4	96	-1.4	2	4	-2	0	COc1ccc(C2C(C(=O)/C=C/c3ccco3)=C(O)C(=O)N2CCN2CCOCC2)cc1 (stereo not given)
2	0.4	-2	11	102	1.4	-6	-5	1	0	Cc1cc(C)c2c(=O)[nH]c(SCC(=O)c3ccc(C(C)C)cc3)nc2n1
12	1.5	-2	-7	96	-2.7	0	1	2	25	O=[N+]([O-])c1ccc(-n2nnnc2-c2ccccc2)c([N+](=O)[O-])c1
-4	-0.2	9	12	109	-0.5	0	-1	-3	2	COc1ccc(CNC(=S)N/N=C/c2ccc(OC)c(OC)c2)cc1
-2	-0.3	0	8	97	-2.0	-3	1	-7	1	CNC(=O)c1ccccc1-c1cn(C)c2ccccc2c1=O
6	-0.2	9	-5	98	4.4	-8	-7	13	3	CCCCCCCNC(=O)c1cc(-c2ccncc2)nc2ccccc12
10	-0.1	-1	0	101	-0.8	9	-15	-6	0	CCn1cc(C(=O)N2CCCC2)c(=O)c2cc(S(=O)(=O)N3CC(C)CC(C)C3)ccc21 (stereo not given)
-2	-0.2	12	12	101	0.8	0	0	-3	0	Cc1ccc(C)c(NCC(=O)NNC(=S)Nc2ccccc2)c1
8	-0.1	-2	5	93	0.5	6	-2	-3	-5	Cc1ccc(S(=O)(=O)n2ccc(-c3cccc(OCc4c(F)cccc4Cl)c3)n2)cc1
-2	0.0	-1	-5	98	-0.6	13	-1	10	5	COc1ccc(/C=N/n2cncn2)cc1COc1ccc(NC(C)=O)cc1
-2	0.2	7	-5	98	-2.2	15	-6	4	2	CCOc1ccccc1NC(=O)NCc1cccnc1
-2	-0.2	10	-9	91	13*	2	-2	2	8	CCCCCCCCCCS(=O)(=O)N/N=C/c1ccc([N+](=O)[O-])cc1
4	0.3	20	-1	94	-1.2	6	18	-2	4	CCOC(=O)/C=C/C(=O)Nc1ccc(S(=O)(=O)N2CCCCCC2)cc1
4	0.2	11	0	99	0.0	10	3	0	1	O=C(c1ccc(F)cc1)c1cn(Cc2ccc(F)cc2)c2cc3c(cc2c1=O)OCCO3
4	-0.2	4	/	101	0.4	-3	-6	3	1	Cc1noc(C)c1S(=O)(=O)N(C)C[C@H]1OCCCC[C@@H](C)Oc2ccc(NC(=O)CCCN(C)C)cc2C(=O)N([C@H](C)CO)C[C@@H]1C
-1	-0.2	-6	2	?	-0.8	1	-2	10	0	Cc1nc2sc(C(c3cccs3)N3CCN(c4cccc(Cl)c4)CC3)c(O)n2n1 (stereo not given)
3	-0.1	6	-1	100	-0.2	1	-3	8	0	CCc1nnc(NC(=O)c2c(O)c3c([nH]c2=O)CCCC3)s1
1	-0.4	/	/	94	/	/	-4	-6	-1	c1ccc2[nH]c(CCCCCc3nc4ccccc4[nH]3)nc2c1
-1	-0.2	3	-11	98	2.9	1	-20	1	1	Cc1cccc(NC(=O)c2nc[nH]c2C(=O)N2CCN(c3ccccc3)CC2)c1
2	0.0	21	-4	91	-3.5	1	4	-4	0	CCOC(=O)CN(C(=O)c1ccccc1[N+](=O)[O-])C(C)(C)C
0	0.2	12	-1	96	0.4	/	12	-6	19	COc1ccc(CNC(=O)C2Cc3c(-c4cccc(C(C)=O)c4)ccnc3O2)cc1OC (stereo not given)
-2	0.1	13	-3	98	-2.0	10	2	-3	0	O=C(COc1ccc(F)cc1F)NNC(=O)Nc1cccc([N+](=O)[O-])c1
2	-0.4	-3	-2	96	-2.3	-1	-2	9	1	COc1ccc(NC(=O)CN(C)S(=O)(=O)c2ccc3c(c2)n(C)c(=O)c(=O)n3C)cc1
-10	0.4	0	-5	92	0.5	10	-3	-12	-7	COc1ccccc1-n1c2c(cc(C(=O)N3CCC(C)CC3)c1=O)C(=O)CC(C)(C)C2
-2	-0.2	-3	8	101	-0.1	-13	-2	10	-2	CCOC(=O)C1=C(C)NC2=C(C(=O)CCC2)C1c1cccs1 (stereo not given)
-2	0.2	6	6	101	-1.9	-16	-4	9	0	S=C(NCc1ccco1)Nc1ccc(N2CCOCC2)cc1

6 records picked at random from those above:
ABHD5 PLIN5 PPI	aDG glyco up	MC4R antag cAMP	Vif inh	ABCB6 inh MLPCN	MC4R ag barr	TLR9-MyD88 inh	Exocytosis inh	NOD2 RIPK2 PPI	N-glyco inh	compound
-10	0.4	0	-5	92	0.5	10	-3	-12	-7	COc1ccccc1-n1c2c(cc(C(=O)N3CCC(C)CC3)c1=O)C(=O)CC(C)(C)C2
6	-0.2	9	-5	98	4.4	-8	-7	13	3	CCCCCCCNC(=O)c1cc(-c2ccncc2)nc2ccccc12
-1	-0.2	3	-11	98	2.9	1	-20	1	1	Cc1cccc(NC(=O)c2nc[nH]c2C(=O)N2CCN(c3ccccc3)CC2)c1
-13	0.1	4	-2	98	-1.4	-8	-5	1	-1	Cc1ccc(SC[C@H](Cc2ccccc2)N2CCN(C)CCC2=O)cc1
-2	0.0	-1	-5	98	-0.6	13	-1	10	5	COc1ccc(/C=N/n2cncn2)cc1COc1ccc(NC(C)=O)cc1
2	0.4	-2	11	102	1.4	-6	-5	1	0	Cc1cc(C)c2c(=O)[nH]c(SCC(=O)c3ccc(C(C)C)cc3)nc2n1

Screening results: PubChem BioAssay, several laboratories

This is a subset, so the mix of outcomes need not match the whole.
